Screens (PubChem)
HCV inhibitor: inhibitors of hepatitis C virus infection | Huh7.5.1 HCVcc-Cre infection, luciferase reporter, 44 h | Potency, µM (highest dose often 41.8 µM), for the others: at the highest dose activity change, negative = inhibition, usual class: inhibitors | hit rate 3.4% among 340,000 | AID 651820
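Compounds are dispensed onto cells plated 4 h earlier at 1,000 per well, with HCVcc-Cre virus (about 0.5 moi) added next. Following 44 h of culture, luminescent signal is measured for 15 sec after 15 min with substrate at room temperature.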
AmpC inh no detg: inhibitors of E. coli AmpC beta-lactamase without detergent; P00811; AmpC nitrocefin hydrolysis, absorbance 480 nm, 0.0001% Triton; Potency, µM (titrated, usually from 57.1 µM), without a hit: top-dose activity change, negative = inhibition, usual class: inhibitors; hit rate 0.52% among 330,000; AID 485341;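 further: plate controls were no compound for no effect and no enzyme for full effect; nearly all actives have a fitted effect of over 20% in size; some results filed as inactive show a strong effect at the top dose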
Target sequence (P00811 whole entry, looked up): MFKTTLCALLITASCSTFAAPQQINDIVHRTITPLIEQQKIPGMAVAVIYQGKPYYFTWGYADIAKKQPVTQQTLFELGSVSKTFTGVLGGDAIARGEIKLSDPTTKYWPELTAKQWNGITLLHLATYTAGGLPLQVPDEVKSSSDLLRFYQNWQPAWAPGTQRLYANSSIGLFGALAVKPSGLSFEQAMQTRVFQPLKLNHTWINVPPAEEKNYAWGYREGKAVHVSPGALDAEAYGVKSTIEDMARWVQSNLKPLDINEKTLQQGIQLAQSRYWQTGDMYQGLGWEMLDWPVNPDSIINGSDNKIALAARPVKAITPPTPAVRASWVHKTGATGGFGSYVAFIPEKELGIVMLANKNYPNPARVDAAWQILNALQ
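AmpC (5.3 nM in the dispensed reagent) in 20 mM phosphate pH 7.0 with 0.01% (detergent screen) or 0.0001% Triton X-100 was preincubated with compounds for 15 min at room temperature. Nitrocefin was then added from an 800 uM solution, and hydrolysis was followed at 480 nm.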
Giardia FBPA inh: inhibitors of Giardia lamblia fructose-1,6-bisphosphate aldolase. Potency, µM (titrated, usually from 59.6 µM), without a hit: top-dose activity, negative = inhibition, most hits filed as inhibitors. A8B2U2. purified Giardia FBPA. hit rate 0.71% among 290,000; further: nearly all actives have a fitted effect of over 55% in size
Target sequence (A8B2U2 whole entry, looked up): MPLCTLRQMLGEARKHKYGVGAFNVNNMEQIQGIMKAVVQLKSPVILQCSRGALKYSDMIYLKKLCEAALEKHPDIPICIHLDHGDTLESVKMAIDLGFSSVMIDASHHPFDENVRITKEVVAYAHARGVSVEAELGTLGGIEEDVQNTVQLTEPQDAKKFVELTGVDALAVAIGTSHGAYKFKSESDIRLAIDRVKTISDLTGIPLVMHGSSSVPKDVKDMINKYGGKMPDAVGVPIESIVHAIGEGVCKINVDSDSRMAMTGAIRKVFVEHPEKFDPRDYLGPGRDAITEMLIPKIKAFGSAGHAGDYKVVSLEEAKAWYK
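40 nM FBPA preincubated 10 min at RT with compound (up to 57.5 uM final), then substrate plus GAPDH/TPI/NAD/arsenate coupling and diaphorase/resazurin added. Fluorescence read after 20 min at RT, 525/598 nm.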
Starred values were filed as active, the others as inactive; ? = inconclusive; · = no result given; & = joins results of further samples; [ ] = dose if it differs, or a comment. The call rests on the fitted dose curve; in most records, active means well fitted curve in the direction sought with a large enough effect; inconclusive means small, poorly fitted or top-dose-only effect, or another doubt; inactive means no such curve, though single readings can be large; an effect the other way counts as inactive or inconclusive. Unless noted, on the % scale 0 is the no-effect control and ±100 the full control effect; potency means the concentration at half of the fitted maximal effect. These rows are one share of the data (hit frequency here may not be typical).

Each structure is followed by: HCV inhibitor | AmpC inh no detg | Giardia FBPA inh
- O=C(N/N=C1/C[C@@H](O)[C@@H](O)[C@@H]2[C@H]3C(=O)N(c4ccc(F)cc4F)C(=O)[C@@H]3CC[C@@H]12)OCc1ccccc1
 : · | · | 1%[12.9 µM]
- CS(=O)(=O)N1CCC2(CCCN(C(=O)Nc3ccccc3)C2)CC1
 : · | · | -5%
- CO[C@@]12C[C@@H](COC(=O)c3cncc(Br)c3)CN(C)[C@H]1Cc1cn(C)c3cccc2c13
 : · | · | -4%
- COc1ccccc1N1CCN(CCn2c(=O)[nH]c3c([nH]c4ccccc43)c2=O)CC1
 : · | · | 9%
- Cc1nc(N2CCOCC2)c2nc(-c3ccccc3)n(CCN3CCCC3)c2n1
 : · | · | 5%
- CCCCC(C)(C)[C@H](O)/C=C/[C@H]1[C@H](O)CC(=O)[C@@H]1C/C=C\CCCC(=O)O
 : · | · | 2%
- Cn1c(=O)c(-c2ccc(F)cc2)nc2cnc(Oc3ccccc3)nc21
 : · | · | 2%
- Clc1ccc(-c2nc3sccn3c2/C=N/OCc2ccc(Cl)c(Cl)c2)cc1
 : · | · | 2%
- O=c1c(CCc2ccccc2)nc2cnc(N3CCOCC3)nc2n1Cc1cccs1
 : · | · | 9%
- COc1ccc2[nH]cc(CCNc3nc(-c4ccoc4)nc4ccccc34)c2c1
 : · | · | -17%
- COC(=O)[C@@]1(Cc2ccc(F)cc2)[C@@H]2C(=CC(=O)[C@H]2CC(=O)C(=O)N2CCCC2)CN1C(=O)c1ccccc1
 : · | · | -11%
- CC(=O)Nc1ccc(SCCN2CCN(CCc3ccccc3)CCC2=O)cc1
 : · | · | -2%
- O=C(O)[C@H](Cc1c[nH]c2ccccc12)N1C(=O)C2=CCCC=C2C1=O
 : · | · | 4%
- COC(=O)N1CCC[C@@]2(CCN(Cc3nccs3)C2)C1
 : · | · | 2%
- CSCCC(N)C(=O)NC(CC(C)C)C(=O)NC(Cc1ccccc1)C(=O)O (stereo not drawn)
 : · | · | -7%
- Cn1cnc2c(NCc3ccccc3)nc(NCCO)nc21
 : · | · | -1%&-21%&-5%
- COc1ccc(-c2c(C3C4C=CCC(C)C4C(=O)N3Cc3ccccc3)ccc3ccccc23)cc1 (stereo not drawn)
 : · | · | 1%
- C[C@@H]1C(=O)O[C@H]2[C@H](O)[C@@]34[C@H]5CC(C(C)(C)C)[C@]36[C@H](OC(=O)[C@H]6O)O[C@]4(C(=O)O5)[C@@]12O (stereo partly drawn)
 : · | · | 4%
- CC1(C)C(O)C=C[C@@]2(C)C1CC(=O)O[C@@]1(C)C3=CC(=O)OC(c4ccoc4)[C@]3(C)CCC21 (stereo partly drawn)
 : · | · | 4%
- O=P1(O)OP(=O)(O)OP(=O)(O)O1.[Al]
 : · | · | 3%
- C=C1/C(=C\C=C2\CCCC3(C)C2CCC3C(C)/C=C/C(O)C2CC2)CC(O)CC1O (stereo not drawn)
 : · | · | 7%
- O=[N+]([O-])c1cccc2c(Br)[nH]nc12
 : · | · | -9%&-8%&-7%&-15%
- C=CC[C@@H]1C=C[C@H](O/N=C(\C)CCN2CCc3nc(CC)c(CC)cc3C2)[C@H](CO)O1
 : · | · | -13%[12.9 µM]
- COc1ccc(-c2nc(-c3ccccc3)c(NCc3ccccc3)o2)cc1
 : · | · | 0%
- CO/N=C(\C)CCN1CCc2nc(-c3ccccc3)c(-c3ccccc3)cc2C1
 : · | · | 0%[12.9 µM]
- CCOC(=O)[C@H](CCc1ccccc1)N[C@@H](C)C(=O)N1[C@H](C(=O)O)C[C@H]2CCC[C@@H]21
 : · | · | 1%[21.7 µM]
- CSCC[C@H](NC(=O)[C@H](CC(C)C)NC(=O)CNC(=O)[C@H](Cc1ccccc1)N(C)C(=O)[C@H](Cc1ccccc1)NC(=O)[C@H](CC(=O)O)NC(=O)[C@@H](N)CC(=O)O)C(N)=O
 : · | · | -5%
- COc1cccc(-c2cncnc2NCc2ccccc2OC)c1
 : · | · | 7%
- CC(C)CO/N=C1/C[C@@H](O)[C@@H](O)[C@@H]2[C@@H]3C(=O)N(C(C)(C)C)C(=O)[C@H]3CC[C@H]12
 : · | · | 5%[12.9 µM]
- C=C(C)C(=O)/C=C/C=C/c1ccccc1
 : · | · | 5%

3 compounds already listed, ordered by length of the SMILES, falling.
Each structure is followed by: HCV inhibitor | AmpC inh no detg | Giardia FBPA inh
- CSCC[C@H](NC(=O)[C@H](CC(C)C)NC(=O)CNC(=O)[C@H](Cc1ccccc1)N(C)C(=O)[C@H](Cc1ccccc1)NC(=O)[C@H](CC(=O)O)NC(=O)[C@@H](N)CC(=O)O)C(N)=O
 : · | · | -5%
- C[C@@H]1C(=O)O[C@H]2[C@H](O)[C@@]34[C@H]5CC(C(C)(C)C)[C@]36[C@H](OC(=O)[C@H]6O)O[C@]4(C(=O)O5)[C@@]12O (stereo partly drawn)
 : · | · | 4%
- O=P1(O)OP(=O)(O)OP(=O)(O)O1.[Al]
 : · | · | 3%

Going on with the list:
Each structure is followed by: HCV inhibitor | AmpC inh no detg | Giardia FBPA inh
- CCOC(=O)CCN1C(=O)[C@H]2[C@@H]3[C@H](O)[C@H](O)CC(=O)[C@H]3CC[C@H]2C1=O
 : · | · | -2%&-2%[12.9 µM]
- C=C1CCN(C(Cc2ccccc2)C(=O)NC2CCN(Cc3ccccc3)CC2)S(=O)(=O)c2ccccc21 (stereo not drawn)
 : · | · | 4%
- N=c1ccn2c(n1)O[C@H]1[C@@H](O)[C@@H](CO)O[C@H]12
 : · | · | -1%
- O=C(Nc1cccc(F)c1)N1CCC2(CC1)CCN(C(=O)c1cc(C(F)(F)F)cc(C(F)(F)F)c1)CC2
 : · | · | -5%
- COC(=O)c1c(OC)cc2c(c1C)Oc1c(Cl)c(OC(C)=O)c(Cl)c(C)c1C(=O)O2
 : · | · | 18%
- CC(=O)OC1CC2C(C)(C)C(=O)CC[C@]2(C)C2CC[C@]3(C)C(=CC(=O)OC3c3ccoc3)[C@]12C (stereo partly drawn)
 : · | · | 0%
- O=C(NCCOc1ccccc1)O[C@@H]1C(=O)c2cc(Br)ccc2O[C@H]1c1ccc2c(c1)OCO2
 : · | · | 1%
- COc1ccc(C2=Nn3c(nnc3-c3cccc(OC)c3OC)SC2)c(OC)c1
 : · | · | 7%
- CCC(=O)NC(c1ccc(C)cc1)c1cc(Cl)c2cccnc2c1O (stereo not drawn)
 : · | -16% | ·
- O=c1[nH]c(=S)[nH]c(O)c1/C=C1\C=Nc2ccccc21
 : 23% | · | ·
- CC(C)CNC(=O)C1(N2C(=O)c3ccccc3C2=O)CCCC1
 : -7% | · | ·
- Cc1oc(-c2cccc(Cl)c2)nc1CN1CCC(C(=O)N2CCN(c3ccccn3)CC2)CC1
 : ? | · | ·
- COC(=O)c1ccc(CCc2cc(O)ccc2O)cc1
 : 4µM* | · | ·
- COc1ccc(/C=C2/C(=O)N(c3ccccc3)N=C2C)cc1
 : 10% | · | ·
- CC(=O)O[C@@H]1/C=C/[C@](C)(O)C[C@@H](C)C/C=C/[C@H]2[C@H](O)[C@@](C)(O)[C@@H](C)[C@H]3[C@H](Cc4ccccc4)NC(=O)[C@@]312
 : 27% | · | ·
- Nc1ccc(-c2cnc(N)c(C(=O)c3cccnc3)n2)cn1
 : ? | · | ·
- COC(=O)c1ccc2c(c1)NC(=O)C1CCCN21 (stereo not drawn)
 : -19% | · | ·
- COCCCNC(=O)c1c(NC(=O)c2ccccc2)n(Cc2ccccc2)c2nc3ccccc3nc12
 : -4% | · | ·
- c1ccc2c(c1)[nH]c1ccccc12
 : 13% | · | ·
- CC(C)(C)c1ccc(/C=C(\c2nc3ccccc3[nH]2)S(=O)(=O)c2ccccc2)cc1
 : 11µM* | · | ·
- COc1ccc(OCCN2CCCC2)cc1Nc1nnc(Cl)c(Nc2ccccc2S(C)(=O)=O)n1
 : ? | · | ·
- CN(C)CCC(C(=O)c1ccccc1)c1ccccn1 (stereo not drawn)
 : -9% | · | ·
- COCOc1ccc(-c2cc(=O)c3c(OCOC)cc(OCOC)cc3o2)cc1
 : ? | · | ·
- C=CC(=O)Nc1cccc(Oc2ccnc3[nH]ccc23)c1
 : 34%[activator][8.37 µM] | · | ·
- COc1ccc(C2c3c(oc4ccccc4c3=O)C(=O)N2CCCN2CCOCC2)cc1 (stereo not drawn)
 : 1% | · | ·
- C=CC(=O)Nc1cccc(Nc2nc(N[C@H]3CC[C@H](N(C)C)CC3)nc3c2ncn3C(C)C)c1
 : ? | · | ·
- CC1=NN(c2ccc([N+](=O)[O-])cc2)C(=O)C1
 : 1% | · | ·
- O=[N+]([O-])c1ccc(N=Nc2ccc(O)c3ccccc23)cc1
 : 10µM* | · | ·
- Cc1cc(NC(=O)CSc2nc(C3CC3)nc3sc4c(c23)CCC(C)C4)no1 (stereo not drawn)
 : -16% | · | ·
- CCCCCCCCC(=O)O
 : 13% | · | ·

Next part:
Molecule	HCV inhibitor	AmpC inh no detg	Giardia FBPA inh
O=C(C1=C(O)C(=O)N(CCN2CCOCC2)C1c1cccs1)c1cc2ccccc2o1 (stereo not drawn)	10%	·	·
CC(C)C(=O)N1CCN(c2ccccc2NC(=O)c2ccc3c(c2)OCCO3)CC1	7%	·	·
CCc1ccc(/C(C)=N/NC(=O)CNC(=O)/C=C/c2ccco2)cc1	0%	·	·
CC1(C)C2CC[C@]3(C)C(CC=C4[C@@H]5C[C@@](C)(CO)[C@@H]6C[C@@]5(CC[C@]43C)C(=O)O6)[C@@]2(C)CC[C@@H]1O (stereo partly drawn)	8%	·	·
CCOC(=O)c1cnc(Nc2nc3ccccc3o2)nc1CSc1ncccn1	-1%	·	·
COc1ccc(NC(=O)N(Cc2cccnc2)Cc2ccccc2Cl)c(OC)c1	?	·	·
CS(=O)(=O)N1CCC(Oc2cccc(C(=O)NCCCC3CCCC3)c2)CC1	?	·	·
COCOc1ccc(-c2oc3c(C/C=C(\C)CCC=C(C)C)ccc(O)c3c(=O)c2OCOC)c(OCOC)c1	2%	·	·
CN(C)c1ccc2c(c1)C(=NO)c1ccccc1-2	?	·	·
CCCOC(=O)c1cc(-c2ccc(/C=C3/C(=O)N(C)C(=O)C(C#N)=C3C)o2)ccc1Cl	10%	·	·
CCC(c1ccc(O)c(O)c1)C(CC)c1ccc(O)c(O)c1 (stereo not drawn)	13µM*	·	·
N#Cc1c(-c2ccc(Cl)cc2)n(O)c2ccccc12	?	·	·
COc1cccc(/C=N/NC(=O)NC23CC4CC(CC(C4)C2)C3)c1O	-28%	·	·
CC[C@]12C(=O)N(C)C[C@H]([C@@H]3C(=O)N(C)C(=O)[C@@H]31)N2C(=O)c1ccc(Cl)c(Cl)c1	17%	·	·
CC(C)(C)NS(=O)(=O)c1cccc2nsnc12	10%	·	·

Structures above containing a Cl atom (nine):
Molecule	HCV inhibitor	AmpC inh no detg	Giardia FBPA inh
Clc1ccc(-c2nc3sccn3c2/C=N/OCc2ccc(Cl)c(Cl)c2)cc1	·	·	2%
COC(=O)c1c(OC)cc2c(c1C)Oc1c(Cl)c(OC(C)=O)c(Cl)c(C)c1C(=O)O2	·	·	18%
CCC(=O)NC(c1ccc(C)cc1)c1cc(Cl)c2cccnc2c1O (stereo not drawn)	·	-16%	·
Cc1oc(-c2cccc(Cl)c2)nc1CN1CCC(C(=O)N2CCN(c3ccccn3)CC2)CC1	?	·	·
COc1ccc(OCCN2CCCC2)cc1Nc1nnc(Cl)c(Nc2ccccc2S(C)(=O)=O)n1	?	·	·
COc1ccc(NC(=O)N(Cc2cccnc2)Cc2ccccc2Cl)c(OC)c1	?	·	·
CCCOC(=O)c1cc(-c2ccc(/C=C3/C(=O)N(C)C(=O)C(C#N)=C3C)o2)ccc1Cl	10%	·	·
N#Cc1c(-c2ccc(Cl)cc2)n(O)c2ccccc12	?	·	·
CC[C@]12C(=O)N(C)C[C@H]([C@@H]3C(=O)N(C)C(=O)[C@@H]31)N2C(=O)c1ccc(Cl)c(Cl)c1	17%	·	·
